Source: PubChem BioAssay
PriA SSB inh = blocks PriA binding to SSB C-terminal tail; AlphaScreen SSBct-PriA binding, biotinylated peptide; inhibition, % at 33 µM; 0.6% of 430,000 active; in the data active = inhibition mostly above about 37%, no sharp cut-off; inactive = mostly below about 20%;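 note: plate controls were negative control peptide for no effect and reference peptide for full effect; strong numbers were not always called active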
3CLpro inhibitor = SARS-CoV 3CLpro protease inhibition. recombinant SARS-CoV 3CLpro, quenched FRET peptide cleavage. inhibition, % at 6 µM. 0.14% of 290,000 active; in the data active = inhibition above about 12%
Yp Topo-I inh = blocks Yersinia pestis topoisomerase I activity; Y. pestis Topo-I cleavage product accumulation, plate reader; activity, % at 10 µM; 0.064% of 360,000 active; in the data active = activity above about 50%, passing the limit was not always enough; inconclusive = no clear call, values can overlap the other calls; note: inactives centre near 2
PrPC surface inh = cell surface PrPC inhibition, primary TR-FRET screen | TR-FRET read-out | inhibition, % at 13.8 µM | 0.43% of 370,000 active; in the data active = inhibition above about 24%; note: 0% = median of the test wells and 100% = reference compound wells
PfHsp40 rescue = compounds rescuing yeast from Plasmodium falciparum HSP40 toxicity. growth rescue, % at 12.5 µM. AID 504582. S. cerevisiae expressing PfHsp40, growth rescue, ATP luminescence. 0.68% of 340,000 active; in the data active = growth rescue above about 28%, passing the limit was not always enough; inconclusive = no clear call, values can overlap the other calls;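 note: yeast W303a lacking pdr1 and pdr3 grown in galactose medium; growth measured after three days at 30 °C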
Vc quorum ag = induces V. cholerae light production without autoinducers | V. cholerae BH1578 lux reporter, luminescence, 6 h | 0.16% of 350,000 active | activation, % at 18.7 µM; in the data active = activation mostly above about 9.7%, no sharp cut-off; inconclusive = no clear call, values can overlap the other calls; inactive = mostly below about 3.7%; note: not every result past the cut was called active; inactives centre near 0; reference of the scale not given here
TcdB inh = blocks C. difficile toxin B glycohydrolase activity; TcdB glycohydrolase enzymatic assay, plate reader; P18177; 0.24% of 350,000 active; inhibition, % at 9.99 µM; in the data active = inhibition above about 10%
Anthrax LF inh2 = inhibitors of Bacillus anthracis lethal factor protease; AID 588501; multiplex microsphere protease cleavage assay, LF; P15917; 0.12% of 360,000 active; inhibition, % at 10 µM; note: plate controls were buffer without enzyme for full effect and enzyme alone for no effect
Target sequence (P15917 whole entry, looked up): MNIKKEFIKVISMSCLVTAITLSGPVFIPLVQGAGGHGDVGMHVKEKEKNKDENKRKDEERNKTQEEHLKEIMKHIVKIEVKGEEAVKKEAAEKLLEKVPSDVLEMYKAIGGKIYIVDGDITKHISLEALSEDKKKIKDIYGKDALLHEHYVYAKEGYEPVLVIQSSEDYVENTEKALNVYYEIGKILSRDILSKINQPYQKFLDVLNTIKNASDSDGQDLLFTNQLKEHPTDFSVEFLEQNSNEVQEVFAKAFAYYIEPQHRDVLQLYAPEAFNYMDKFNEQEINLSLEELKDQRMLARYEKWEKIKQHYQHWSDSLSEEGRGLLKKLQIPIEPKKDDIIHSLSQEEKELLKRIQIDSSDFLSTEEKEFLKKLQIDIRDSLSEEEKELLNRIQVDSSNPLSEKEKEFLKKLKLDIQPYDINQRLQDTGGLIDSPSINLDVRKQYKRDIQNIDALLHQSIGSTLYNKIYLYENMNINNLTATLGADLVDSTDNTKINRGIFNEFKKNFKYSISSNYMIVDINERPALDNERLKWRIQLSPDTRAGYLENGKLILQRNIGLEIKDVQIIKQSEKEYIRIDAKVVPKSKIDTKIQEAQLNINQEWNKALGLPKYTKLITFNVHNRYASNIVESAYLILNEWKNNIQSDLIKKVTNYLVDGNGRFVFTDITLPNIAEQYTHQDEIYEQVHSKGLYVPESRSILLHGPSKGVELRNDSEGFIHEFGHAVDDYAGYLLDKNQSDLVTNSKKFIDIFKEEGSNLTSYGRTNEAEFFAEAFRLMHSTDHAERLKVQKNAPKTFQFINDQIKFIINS
BoNT-A LC inh2 = blocks Botulinum neurotoxin A light chain protease. AID 588499. 0.17% of 360,000 active. inhibition, % at 10 µM. multiplex microsphere protease substrate cleavage, flow cytometry; note: plate controls were buffer without enzyme for full effect and enzyme alone for no effect
Active calls of the source: *; i = inactive; ? = inconclusive; . = no result given. Cut-off read from the data, not from the text of the source, unless noted: active = inhibition above about 30%; inconclusive = no clear call, values can overlap the other calls; inactive = below that.

SMILES | PriA SSB inh | 3CLpro inhibitor | Yp Topo-I inh | PrPC surface inh | PfHsp40 rescue | Vc quorum ag | TcdB inh | Anthrax LF inh2 | BoNT-A LC inh2
COc1ccc(CCC(=O)NC(C)c2ccccc2)cc1OC (stereo unspecified) | -21 | -4 | -4 | -16 | -1.1 | i | 0.5 | -2 | 1.1
COc1ccc([C@H]2CC(=O)C=C(/C=C/c3ccccc3)C2)cc1OC | -6 | . | 26 | -10 | 3.6 | -1.1 | -0.9 | -2 | -0.3
Cn1ccc(NC(=O)c2ccc([N+](=O)[O-])cc2)n1 | 8 | . | 0 | -33 | 0.2 | i | 3.0 | 0 | 2.4
CC1=C(C(=O)OCc2ccccc2)C(c2ccc([N+](=O)[O-])cc2)NC(=O)N1CCCC(=O)O (stereo unspecified) | -9 | 2 | 1 | 2 | 0.0 | -1.5 | 0.7 | -5 | -0.7
CCOC(=O)N1CCN(CC(=O)Nc2cccc(Br)c2)CC1 | -6 | 3 | 3 | -5 | -0.5 | . | 0.9 | -1 | 0.2
CCOc1ccc(Cl)cc1-c1cc(C(=O)NCc2ccccc2OC)[nH]n1 | . | . | 13 | 8 | . | -0.4 | 0.6 | -2 | 0.2
CC(C)=CCN1CCNC(=O)C1CC(=O)NCc1nc(C)c(C)s1 (stereo unspecified) | -3 | -2 | 7 | -6 | 5.2 | i | -0.7 | -5 | -0.1
CS(=O)(=O)c1ccc([C@@H](O)[C@@H](CO)NC(=O)C(Cl)Cl)cc1 | 29 | . | 4 | -1 | 0.3 | -0.3 | 2.0 | -12 | -1.3
C=CCOc1nc(-c2ccccc2Cl)nc2ccccc12 | -28 | -2 | 9 | 4 | 2.7 | -0.4 | 2.1 | 7 | ?
COc1ccc(NS(=O)(=O)c2ccc3c(c2)oc(=O)n3C)c(OC)c1 | -15 | -1 | 7 | 9 | 0.3 | -0.4 | 0.8 | -4 | 0.1
C=CCC(C(=O)OC)(C(=O)OC)c1ccccc1[N+](=O)[O-] | -4 | 2 | 3 | 4 | 0.2 | -0.6 | 0.7 | -1 | -0.5
Cn1nc(C(=O)OCC(=O)NCCc2ccccc2)c2ccccc2c1=O | -8 | -5 | 12 | -4 | -0.5 | i | 1.0 | -2 | -2.2
O=C(O)c1ccccc1/C=N/NC(=S)NC1CCCCC1 | . | 0 | -6 | 2 | 0.0 | -0.4 | -0.2 | 0 | -0.2
COc1cccc(NC(=O)Nc2cc(C(=O)NC(C)C)ccc2N2CC3CC(C2)c2cccc(=O)n2C3)c1 (stereo unspecified) | 7 | -1 | 18 | 7 | 0.3 | i | 3.8 | -3 | -0.6
CCCN1CCN(C(=O)c2ccc(S(=O)(=O)N(C)c3ccccc3OC)cc2)CC1 | . | . | 6 | -5 | . | -0.3 | 1.1 | 6 | 0.4
O=C(Nc1ccc(OC(=O)c2ccco2)cc1)c1ccco1 | -5 | -6 | -1 | -4 | -1.9 | -0.2 | . | -6 | 0.4
Cc1csc(SCC(=O)NC23CC4CC(CC(C4)C2)C3)n1 | -19 | 0 | 14 | 1 | 2.0 | . | 0.5 | -2 | -0.3
Nn1c(=O)[nH]c2ccccc2c1=O | -1 | 0 | 0 | 3 | 1.7 | -0.3 | -4.0 | 2 | 1.2
COc1ccc(C(=O)NC(CCSC)C(=O)NC2CC2)cc1 (stereo unspecified) | 3 | . | -2 | 2 | -1.2 | -1.6 | 1.7 | -3 | 2.4
CCOc1ccc(NC(=O)CSc2nc(N)c(-c3ccccc3)c(=O)[nH]2)cc1 | -12 | 2 | 6 | 0 | -0.5 | -0.5 | 2.5 | 0 | 1.3
Cc1cc(C(=O)COC(=O)c2nccnc2N)c(C)n1C | 2 | -3 | 3 | -6 | -1.1 | -0.2 | 0.0 | -3 | -1.3
Cc1ccc(C)n1NC(=O)c1ccccc1[N+](=O)[O-] | -3 | -2 | -14 | -6 | -1.3 | -0.6 | 0.4 | -6 | -0.9
CCOc1ccc(OCC(=O)NCc2n[nH]c(=O)c3ccccc23)cc1 | -9 | . | 21 | 8 | 1.0 | -1.4 | 0.1 | -2 | -1.9
CC(=O)NC1C(=O)N(CCN2CCOCC2)c2ccc(Br)cc21 (stereo unspecified) | -3 | 14* | -2 | 6 | -3.2 | -5.6 | -8.9 | -21 | -7.1
CC=C(CC)C1(CC)C(=O)NC(=S)NC1=O | 2 | . | 5 | 6 | -0.6 | 2.4 | 0.1 | -2 | 0.1

The listing continues.
SMILES | PriA SSB inh | 3CLpro inhibitor | Yp Topo-I inh | PrPC surface inh | PfHsp40 rescue | Vc quorum ag | TcdB inh | Anthrax LF inh2 | BoNT-A LC inh2
CCN(c1ccc(NC(=O)c2cccc(S(=O)(=O)N3CCN(C)CC3)c2)cc1)C(C)C | 32 | 0 | 10 | -12 | -0.2 | -1.0 | 1.0 | 0 | -1.4
CCC1CCCCN1C(=O)Cn1nc([N+](=O)[O-])c(Cl)c1C (stereo unspecified) | -12 | -1 | -1 | -6 | 4.8 | 1.7 | 0.7 | -5 | -1.8
COCCn1c(SCC(=O)N2CCc3ccccc3C2)nc2cc(Cl)ccc2c1=O | 1 | -1 | 20 | 10 | -0.2 | -0.1 | . | -1 | -0.5
Cc1ccc(-c2c[nH]c(=S)n2-c2ccccc2F)cc1 | 26 | 8 | 1 | 8 | -0.4 | -0.3 | 2.1 | -4 | -0.4
CCN(CC)S(=O)(=O)c1ccc(C(=O)NCC(=O)NC2CC2)cc1 | -7 | . | 0 | -4 | -0.2 | -0.4 | 2.0 | 6 | -0.5
Cc1ccc(NC(=O)COC(=O)c2ccc(-n3cccn3)cc2)cc1C | -7 | . | -6 | 2 | -2.7 | i | 0.6 | -10 | 0.1
Cc1cc(C(=O)CN2C(=O)C(=O)N(CC(C)C)C2=O)c(C)n1C1CC1 | -16 | . | -6 | 1 | 1.6 | i | 1.4 | -5 | -0.1
Fc1ccc(-c2nc3ccccn3c2NCc2ccc3c(c2)OCO3)cc1 | 13 | 2 | 4 | 14 | -1.3 | -0.2 | -1.9 | -12 | -0.8
CCOc1ccc(NC(=O)CSc2nnc(Cn3cnc4ccccc43)n2C)cc1 | -14 | 1 | -1 | -1 | -0.1 | 0.6 | . | -4 | 0.2
COc1cccc(CNC(=O)COC(=O)c2c(C)nn(-c3ccccc3)c2Cl)c1 | -8 | . | 11 | -5 | 2.4 | i | 0.9 | 3 | 0.4
COC(=O)c1ccc(CNC(=O)Cn2cnc3c(NCc4ccccc4)ncnc32)cc1 | 2 | . | -1 | -4 | -0.9 | -1.1 | 0.5 | 0 | -0.6
COc1ccccc1CNC(=O)CN1c2cccc3cccc(c23)S1(=O)=O | -8 | . | 28 | -11 | -0.1 | i | 2.4 | -7 | -0.7
CCn1c(CNC(=O)c2ccc(OC)c(OC)c2)nnc1SCC(=O)c1ccc(OC)cc1 | -3 | 5 | 6 | -4 | -1.1 | i | . | -5 | -1.0
CCOC(=O)N1CCN(c2ccc(N3C(=O)CCCC3=O)cc2[N+](=O)[O-])CC1 | -11 | 2 | 3 | -6 | 0.1 | -0.6 | 0.2 | -5 | -0.4
Cc1ccnc(NC(=O)CNC(=O)c2ccco2)c1 | 2 | . | 5 | 0 | -1.2 | i | 1.2 | -2 | 2.4
Cc1nc(C(N)=O)c(N)n1CCc1ccccc1 | -16 | -2 | 1 | -4 | -1.4 | i | 1.0 | -5 | 1.9
COc1ccccc1OCCCC(=O)NCc1ccco1 | 5 | 2 | -10 | -3 | -1.1 | i | -0.1 | -4 | -0.3
NC(=NCCc1c[nH]c2ccccc12)NC(=O)c1ccc(Cl)cc1 | 24 | 1 | -5 | 16 | -1.8 | -1.4 | 1.8 | 1 | -1.4
COc1cc(/C=C/C(=O)OCC(=O)NCCCc2ccccc2)cc(OC)c1OC | 1 | . | 10 | -1 | 1.1 | -0.5 | -1.6 | -1 | -0.3
Cc1cc(C)cc(NC(=O)C2CCCC2)c1 | -3 | -2 | -7 | 6 | 0.3 | -0.4 | . | 0 | -0.1
S=C(NCc1ccco1)Nc1cccc(Cl)c1Cl | -1 | 1 | -8 | 5 | . | i | 0.0 | . | .
COc1ccc(C(=O)CC(=O)C(=O)Nc2cccc([N+](=O)[O-])c2C)cc1 | 0 | 2 | -4 | -6 | -1.1 | -0.9 | 1.1 | 12 | -0.9
Cc1occc1C(=O)N1CCCC(CCC(=O)NCc2ccc(F)c(F)c2)C1 (stereo unspecified) | -2 | 1 | -5 | 2 | 0.1 | -0.3 | -0.5 | 1 | 0.2
O=C1c2ccccc2C(=O)N1CCC(=O)N1CCc2ccccc21 | -11 | -4 | 4 | 2 | 1.4 | -0.2 | . | -6 | 1.4
CCOC(=O)Cc1c(C)nc2c(-c3ccccc3OC)c(C)nn2c1C | -10 | 4 | -4 | 0 | -0.9 | i | . | -2 | 1.8

One compound at a time, from the list above. Order of screens: PriA SSB inh, 3CLpro inhibitor, Yp Topo-I inh, PrPC surface inh, PfHsp40 rescue, Vc quorum ag, TcdB inh, Anthrax LF inh2, BoNT-A LC inh2
Results for `CCOC(=O)Cc1c(C)nc2c(-c3ccccc3OC)c(C)nn2c1C` : -10, 4, -4, 0, -0.9, i, ., -2, 1.8
Results for `Cc1occc1C(=O)N1CCCC(CCC(=O)NCc2ccc(F)c(F)c2)C1` (stereo unspecified) : -2, 1, -5, 2, 0.1, -0.3, -0.5, 1, 0.2
Results for `COc1cc(/C=C/C(=O)OCC(=O)NCCCc2ccccc2)cc(OC)c1OC` : 1, ., 10, -1, 1.1, -0.5, -1.6, -1, -0.3
Results for `COC(=O)c1ccc(CNC(=O)Cn2cnc3c(NCc4ccccc4)ncnc32)cc1` : 2, ., -1, -4, -0.9, -1.1, 0.5, 0, -0.6
Results for `COc1ccc(C(=O)CC(=O)C(=O)Nc2cccc([N+](=O)[O-])c2C)cc1` : 0, 2, -4, -6, -1.1, -0.9, 1.1, 12, -0.9

(more compounds)
SMILES | PriA SSB inh | 3CLpro inhibitor | Yp Topo-I inh | PrPC surface inh | PfHsp40 rescue | Vc quorum ag | TcdB inh | Anthrax LF inh2 | BoNT-A LC inh2
c1ccc(-c2nnc(OCCN3CCOCC3)c3ccccc23)cc1 | -4 | -6 | 3 | -7 | -0.9 | i | . | -6 | -0.4
O=C(COC(=O)c1cccc(NS(=O)(=O)c2ccc(F)c(F)c2)c1)NC(=O)NC1CCCCC1 | 2 | 7 | 7 | 10 | 2.5 | -0.2 | . | 0 | 0.5
O=C1CC(N2CCN(c3ccccc3)CC2)C(=O)N1c1ccc2c(c1)OCO2 (stereo unspecified) | -13 | 1 | 8 | 6 | 0.2 | i | 0.9 | -4 | 0.3
O=C(CN1C(=O)COc2ccccc21)Nc1ccccc1F | -19 | 0 | -5 | 6 | -0.1 | -0.2 | 0.2 | 0 | ?
COc1ccc(NC(=O)C2C3C=CC(O3)C2C(=O)NCc2cccnc2)cc1 (stereo unspecified) | -9 | -1 | 0 | 9 | -0.3 | -0.3 | . | -7 | 0.0
COc1ccccc1NS(=O)(=O)c1ccc(C)c(C(=O)NCc2cccnc2)c1 | 6 | . | -4 | 8 | 0.3 | i | 0.7 | -1 | -0.1
Cn1ccnc1Sc1ccc(C=O)cc1[N+](=O)[O-] | -3 | -1 | 8 | -23 | -1.3 | -0.4 | 0.6 | -3 | -0.6
COC(=O)[C@]1(C)N[C@H](c2ccc(-c3ccccc3)cc2)[C@@H]2C(=O)N(C)C(=O)[C@@H]21 | -3 | . | 3 | 3 | -0.4 | i | 1.2 | 1 | 0.5
O=C(Cn1cnc2c(oc3ccccc32)c1=O)NCC1CCCO1 (stereo unspecified) | 5 | 1 | -2 | -2 | 1.1 | -7.1 | . | -3 | -0.4
N#Cc1c(=O)c2nc(NCCCO)ncc2n2c(=O)c3ccccc3[nH]c12 | 3 | 0 | 13 | -15 | 83* | -0.4 | 0.8 | -1 | 0.9
CCOc1ccc(Oc2ccc(S(=O)(=O)N3CCOCC3)cc2NC(=O)CCNC(C)=O)cc1 | 8 | . | 19 | -3 | -0.1 | i | 3.8 | . | .
CCCCN(C)CCNC(=O)CN1C(=O)CSc2ccc(S(=O)(=O)N3CCCCC3)cc21 | 9 | 7 | -1 | 3 | -0.1 | i | -0.9 | -4 | -0.7
COC(=O)C1SCC2C(=O)N(Cc3ccc(F)cc3)CC(=O)N21 (stereo unspecified) | -3 | 0 | 0 | -2 | 0.5 | i | 1.2 | 1 | 0.6
CCOc1ccc(CNC(=S)N/N=C/c2ccncc2)cc1 | . | 4 | 0 | 7 | -0.6 | . | -0.6 | 0 | 0.6

A portion of the library (hit frequency here may not be typical).
